PGK inhibitor: T. brucei PGK inhibition; actives 0.043% (n = 380,000); Potency, µM (series often up to 57.5 µM), for the others: at the highest dose activity change, negative = inhibition, hits mostly inhibitors; PGK/GAPDH coupled, Kinase-Glo luminescence, 60 min; also: potency is read from the fitted curve at half-maximal effect; % is scaled to controls: 0 for no effect and ±100 for the full control effect; nearly all actives have a fitted effect of over 60% in size
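Luminescent ATP detection (Kinase-Glo Plus) follows a 60-minute room-temperature incubation, with wells lacking PGK as controls. Buffer: 100 mM TEA (pH 7.6), 5 mM MgCl2, 0.01% Tween-20. Coupling enzyme GAPDH (100 nM final) supplies unstable 1,3-BPG in-well.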
GLS inhibitor: blocks human kidney-isoform glutaminase activity. O94925. GLS enzymatic activity, qHTS titration. Potency, µM (doses to about 45.5 µM), for inactives: at the highest dose activity change, negative = inhibition, actives largely listed as inhibitors. actives 0.21% (n = 410,000). AID 624170; also: potency is read from the fitted curve at half-maximal effect; % is scaled to controls: 0 for no effect and ±100 for the full control effect
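Coupled fluorescence readout: glutamate oxidase/HRP/Amplex Red detect glutamate formed by hKGA from L-glutamine (1 mM solution added). Buffer 45 mM KH2PO4 pH 8.2, 0.02% Tween-20; reads at t0 and 30 min RT.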
BAZ2B inh: inhibitors of human BAZ2B bromodomain. Q9UIF8. AlphaScreen BAZ2B-H3K14Ac peptide displacement. Potency, µM (top dose mostly 114 µM), for inactives: top-dose activity change, negative = inhibition, actives largely listed as inhibitors. actives 4.4% (n = 360,000). AID 504333; also: potency is read from the fitted curve at half-maximal effect; % is scaled to controls: 0 for no effect and ±100 for the full control effect; nearly all actives have a fitted effect of over 60% in size
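In this displacement format the biotinylated H3(5-23) peptide acetylated at Lys14 serves as ligand at 50 nM, with BAZ2B at 50 nM in PBS pH 7.4 containing 0.01% Tween-20. Donor and acceptor beads are 10 ug/mL final.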
G9a block: inhibitors of human histone lysine methyltransferase G9a; Q96KQ7; Potency, µM (titrated, usually from 102 µM), without a hit: top-dose activity, negative = inhibition, hits mostly inhibitors; actives 8.8% (n = 350,000); G9a H3K9 monomethylation, AlphaScreen, 2 h; also: potency is read from the fitted curve at half-maximal effect; % is scaled to controls: 0 for no effect and ±100 for the full control effect; nearly all actives have a fitted effect of over 75% in size
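Compounds were preincubated with 20 nM G9a for 15 min, after which biotinylated H3K9 peptide (500 nM) and SAM (20 uM) started a 2 h room-temperature reaction. Monomethylated product was quantified by antibody-based AlphaScreen chemiluminescence.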
ERG-DNA inh: ERG Ets/DNA interaction inhibition | P11308 | fluorescence polarization, His-ERG Ets domain / labelled DNA | Potency, µM (titrated, usually from 76.9 µM), for the others: top-dose FP activity, negative = inhibition, usual class: inhibitors | actives 0.028% (n = 370,000) | AID 624246; active = well fitted inhibition curve with a large enough effect in the polarisation, with a control signal flat; inconclusive = small, poorly fitted or top-dose-only effect, or effect the other way, or a change in a side signal; inactive = no such curve, though single readings can be large or run the other way; the % refers to the polarisation;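 also: polarization taken with two DNA probes labelled with fluorescein and Texas red; potency is read from the fitted curve at half-maximal effect; % of control where 0% means no effect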
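His-tagged ERG Ets domain (1 uM in the protein solution; 300mM KCl, 50mM Tris-HCl, 1mM EDTA, 1mM DTT, pH 7.5) received compound, then a probe mix of 5 nM fluorescein-DNA and 100nM Texas-615-DNA. Fluorescence polarization was read for both dyes.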
Pin1 inh: blocks the human prolyl isomerase Pin1 | actives 0.009% (n = 390,000) | Q13526 | Pin1 FP peptide displacement, HiFluor488, 10 min | Potency, µM (highest dose often 115 µM), without a hit: at the highest dose activity, negative = inhibition, hits mostly inhibitors; active = well fitted inhibition curve with a large enough effect in the polarisation, with a control signal flat, not every such curve was filed as active; inconclusive = small, poorly fitted or top-dose-only effect, or effect the other way, or a change in a side signal; inactive = no such curve, though single readings can be large or run the other way; the % refers to the polarisation; also: potency is read from the fitted curve at half-maximal effect; % is scaled to controls: 0 for no effect and ±100 for the full control effect
JMJD2A Tudor inh: inhibitors of human JMJD2A Tudor domain. AID 504339. Potency, µM (highest dose often 114 µM), for the others: at the highest dose activity change, negative = inhibition, usual class: inhibitors. O75164. AlphaScreen JMJD2A-Tudor / H3K4me3 peptide binding. actives 4.4% (n = 390,000); also: potency is read from the fitted curve at half-maximal effect; % is scaled to controls: 0 for no effect and ±100 for the full control effect; nearly all actives have a fitted effect of over 50% in size
Target sequence (O75164 whole entry, looked up, the tested form may be a part): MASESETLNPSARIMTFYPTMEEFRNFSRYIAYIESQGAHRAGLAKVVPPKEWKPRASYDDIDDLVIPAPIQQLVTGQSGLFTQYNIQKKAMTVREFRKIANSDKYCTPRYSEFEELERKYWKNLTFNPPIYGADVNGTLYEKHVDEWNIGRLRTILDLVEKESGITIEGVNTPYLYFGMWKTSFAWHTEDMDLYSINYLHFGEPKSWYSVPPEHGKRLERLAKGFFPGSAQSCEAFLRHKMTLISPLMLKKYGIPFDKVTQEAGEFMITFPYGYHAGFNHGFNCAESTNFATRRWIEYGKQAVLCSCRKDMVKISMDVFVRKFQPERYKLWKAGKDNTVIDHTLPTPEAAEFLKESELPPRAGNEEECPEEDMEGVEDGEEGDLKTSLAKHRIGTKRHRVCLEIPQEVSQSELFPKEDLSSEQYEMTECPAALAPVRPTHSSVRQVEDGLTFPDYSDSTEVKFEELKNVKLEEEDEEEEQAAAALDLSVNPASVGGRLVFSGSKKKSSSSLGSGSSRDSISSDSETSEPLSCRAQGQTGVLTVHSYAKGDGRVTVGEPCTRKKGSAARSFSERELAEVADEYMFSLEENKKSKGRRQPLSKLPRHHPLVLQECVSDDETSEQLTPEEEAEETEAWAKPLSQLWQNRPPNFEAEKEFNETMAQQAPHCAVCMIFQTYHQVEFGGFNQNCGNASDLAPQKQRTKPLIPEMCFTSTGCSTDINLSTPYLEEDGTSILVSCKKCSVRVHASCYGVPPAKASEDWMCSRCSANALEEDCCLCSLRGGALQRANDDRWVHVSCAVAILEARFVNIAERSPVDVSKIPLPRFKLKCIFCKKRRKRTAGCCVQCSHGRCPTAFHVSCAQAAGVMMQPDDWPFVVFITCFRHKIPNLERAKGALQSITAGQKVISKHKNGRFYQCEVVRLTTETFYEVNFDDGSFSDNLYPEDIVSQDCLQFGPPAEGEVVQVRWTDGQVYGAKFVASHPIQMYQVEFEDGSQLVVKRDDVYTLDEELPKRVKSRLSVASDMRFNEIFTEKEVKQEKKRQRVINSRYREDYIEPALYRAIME
PI4K2A block: blocks human PI4K2A kinase activity. purified PI4K2A, ADP-Glo luminescence, 1 h; stronger effect = lower value. activity change, negative = inhibition, % at 76.9 µM. actives 0.13% (n = 420,000). AID 1346378; in the data active = activity change below about -50%; inconclusive = mostly about -30% to -49%;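 also: -100% = wells without enzyme as full effect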
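Compounds are screened against recombinant PI4K2A using PI as substrate and ATP, the latter dispensed at 300 microM. Reactions run one hour at ambient temperature before ADP-Glo detection; full inhibition defined by wells lacking enzyme.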
HP1b chromo inh: inhibitors of HP1-beta chromodomain binding to methylated histone tails | Potency, µM (series often up to 114 µM), for the others: at the top dose activity change, negative = inhibition, actives largely listed as inhibitors | AlphaScreen HP1-beta / biotin-H3K9me3 peptide binding | actives 0.56% (n = 390,000) | P83916; also: potency is read from the fitted curve at half-maximal effect; nearly all actives have a fitted effect of over 70% in size; inactives centre near 23
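Compound inhibition of the preformed complex between 50 nM HP1-beta and 50 nM biotinylated H3K9me3 peptide was read by AlphaScreen. Buffer was PBS pH 7.4 with 0.01% Tween-20. Incubations ran 30 min at room temperature, with 10 ug/mL donor/acceptor beads.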
* marks the source's active call; other numbers are inactive results; i = inactive; u = inconclusive; x = not tested or not shown; & = joins results of further samples; [ ] = another dose, or the depositor's remark. Unless noted, calls follow the shape of the dose curve; as a rule, active = well fitted curve in the direction sought with a large enough effect; inconclusive = small, poorly fitted or top-dose-only effect, or another doubt; inactive = no such curve, though single readings can be large; an effect the other way counts as inactive or inconclusive.

SMILES	PGK inhibitor	GLS inhibitor	BAZ2B inh	G9a block	ERG-DNA inh	Pin1 inh	JMJD2A Tudor inh	PI4K2A block	HP1b chromo inh
CC(=O)Oc1ccc(OC(C)=O)c(SCCCCCN2CCOCC2)c1	-2%	-3%	-34%	27%[0.501 µM]	8%	-3%	-13%	3	u
N#CCCn1cc(C(=O)Nc2ccccc2Br)c(-c2cc3ccccc3o2)n1	-8%	3%	2%	1%[59 µM]	13%	2%	-9%	-4	23%
CCN(CC)CCn1c(C)nc2c(sc3nc4c(cc32)COC(C)(C)C4)c1=O	-1%	-11%	-17%	x	12%	6%	-16%	1	3%
CCCCOc1cccc(C2(C(=O)O)CCCC2)c1	-9%	5%	1%	-15%[12.7 µM]	-5%	4%	-4%	-6	41%
Cc1cccc(OCc2nnc(SCCC(=O)O)n2-c2ccccc2)c1	-1%	8%	79µM*	-47%[0.501 µM]	5%	-7%	-5%	0	40%[activator]
Cn1c(=O)c2[nH]c(SCCN3CCCCC3)nc2n(C)c1=S	i	6%	x	x	3%	-1%	-21%	-3	5%[57 µM]
COc1cccc(C(=O)Nc2c3c(nn2-c2ccc(C)cc2C)CS(=O)(=O)C3)c1OC	-4%	1%	-4%	-23%[59 µM]	6%	-3%	u	1	41%[activator]
CC1=C(C(=O)OCC2CCCO2)C(c2ccc(Cl)cc2)NC(=O)N1 (stereo unspecified)	8%	-2%	-17%	15%[12.7 µM]	-16%	-4%	-10%	-1	17%
CCOC(=O)c1c[nH]c2nc(C)ccc2c1=O	5%	-7%	-15%	-6%	0%	u	-7%	2	16%
COc1ccc(NC(=O)CN(C)S(=O)(=O)c2ccc3c(c2)c(=O)n(C)c(=O)n3C)cc1	4%	3%&-5%	-9%	41%	u	-14%&0%	-7%&-15%	-4&-1	59%&26%[activator]
O=C(NCC(c1ccco1)N1CCN(c2ccccc2)CC1)C(=O)NC1CCCC1 (stereo unspecified)	13%	-1%	-36%	6%	5%	0%	-14%	1	13%
Cn1c(SCc2cccnc2)nc2c(c1=O)SCC2	8%	4%	u	18%[59 µM]	2%	2%	-15%	3	24%
CCCCOc1ccc(CNC(=O)c2ccc3c(c2)N(C)C(=O)C2CCCCN32)cc1 (stereo unspecified)	-3%	20%	-23%	0%[59 µM]	1%	34%[activator]	-30%	1	1%[57 µM]
O=C(Nc1cc(Cl)ccc1O)c1cc(-c2ccco2)on1	3%	-2%	-7%	u	13%	29%	1%	-2	11%
COc1ccc(-n2ncc3c(N4CCN(c5cccc(C)c5)C(C)C4)ncnc32)cc1 (stereo unspecified)	-2%	7%	1%	11%[59 µM]	-4%	1%	-29%	-2	47%[activator]
COc1cc(/C=C2\COC/C(=C\c3cc(OC)c(OC)c(OC)c3)C2=O)cc(OC)c1OC	4%	5%	u	u	13%	22%	u	-6	-23%
O=C(c1ccc(Cl)cc1)C1CCN(C(=O)c2ccccc2)CC1	-2%	-2%	10%	x	-8%	-8%	-3%	1	49%[activator]
CCOC(=O)c1cccc(-c2c(-c3ccccc3)ncc3cc(OC)c(OC)cc23)c1	-10%	3%	-33%	1%[0.501 µM]	-4%	-1%	u	1	3%
CCn1cc(Br)c(C(=O)NC(C)c2ccccc2)n1 (stereo unspecified)	x	1%	8%	4%[59 µM]	0%	5%	-10%	-1	28%
O=c1c2ccccc2ncn1Cc1ccc(Cl)c(Cl)c1	i	-1%	3%	x	2%	5%	-2%	-6	45%[activator]

Grouped by structure, the compounds so far containing four or more nitrogen atoms (6)
SMILES	PGK inhibitor	GLS inhibitor	BAZ2B inh	G9a block	ERG-DNA inh	Pin1 inh	JMJD2A Tudor inh	PI4K2A block	HP1b chromo inh
N#CCCn1cc(C(=O)Nc2ccccc2Br)c(-c2cc3ccccc3o2)n1	-8%	3%	2%	1%[59 µM]	13%	2%	-9%	-4	23%
CCN(CC)CCn1c(C)nc2c(sc3nc4c(cc32)COC(C)(C)C4)c1=O	-1%	-11%	-17%	x	12%	6%	-16%	1	3%
Cn1c(=O)c2[nH]c(SCCN3CCCCC3)nc2n(C)c1=S	i	6%	x	x	3%	-1%	-21%	-3	5%[57 µM]
COc1ccc(NC(=O)CN(C)S(=O)(=O)c2ccc3c(c2)c(=O)n(C)c(=O)n3C)cc1	4%	3%&-5%	-9%	41%	u	-14%&0%	-7%&-15%	-4&-1	59%&26%[activator]
O=C(NCC(c1ccco1)N1CCN(c2ccccc2)CC1)C(=O)NC1CCCC1 (stereo unspecified)	13%	-1%	-36%	6%	5%	0%	-14%	1	13%
COc1ccc(-n2ncc3c(N4CCN(c5cccc(C)c5)C(C)C4)ncnc32)cc1 (stereo unspecified)	-2%	7%	1%	11%[59 µM]	-4%	1%	-29%	-2	47%[activator]

(continued)
SMILES	PGK inhibitor	GLS inhibitor	BAZ2B inh	G9a block	ERG-DNA inh	Pin1 inh	JMJD2A Tudor inh	PI4K2A block	HP1b chromo inh
O=C(Nc1ccc2nsnc2c1)c1ccc2c(c1)OCO2	-11%	-1%	-6%	-7%[59 µM]	-5%	2%	-6%	-13	37%
CC1=C(C(=O)Nc2ccc(C)cc2C)C(c2ccc(C(C)C)cc2)n2nc(C(F)(F)F)nc2N1 (stereo unspecified)	8%	6%	0%	-12%[59 µM]	0%	-7%	u	-1	u
O=C(O)CCC(=O)Nc1ccc(C(=O)OCC(=O)c2ccc(Cl)cc2Cl)cc1	i	-3%	-12%	11%	1%	-2%	-6%	-3	2%
Cc1cc(C(=O)N/N=C/c2cc(Br)cc(Br)c2OC(=O)c2cccc(F)c2)n[nH]1	-2%	0%	-32%	u	-5%	3%	-11%	-1	32%
O=C(CSc1nc(=O)[nH]c2c1CCCC2)Nc1cc(C(F)(F)F)ccc1Cl	5%	3%	-4%	10%[59 µM]	-3%	-15%	-7%	1	17%
Cc1ccc(NC(=O)CCNC(=O)c2ccco2)cc1	-7%	9%	-5%	15%	2%	2%	-11%	4	23%
O=C(C1CC(c2ccc(F)cc2)=NO1)N1CCN(c2ccccc2)CC1 (stereo unspecified)	-3%	2%	10%	12%	8%	-1%	-4%	1	27%
Cc1ccc(NC(=O)Cn2c(=O)n(-c3ccc(C)cc3)c(=O)c3ccc(C(=O)NCc4ccccc4Cl)cc32)cc1	2%	3%	x	8%[59 µM]	-2%	44%[activator]	6%	3	31%
CCN1/C(=C/c2ccc3cc(C)ccc3[n+]2CC)Sc2cc(C)c(C)cc21	0%	-1%	45µM*	14µM*	140%[activator]	64%[activator]	u	-2	u
COc1ccccc1N1CN(CCc2ccccc2)CNC1=S	-7%	-8%	-8%	-12%[12.7 µM]	4%	-1%	-2%	20	19%
O=C(c1cccc(Cl)c1)N1CCN(C2CCCCCC2)CC1	-3%	0%	45µM*	20µM*	7%	-11%	7.9µM*	5	25µM*
Cc1ccc(N2C(=O)CC(Cc3ccc(Cl)cc3)C2=O)cc1 (stereo unspecified)	2%	2%	-2%	61%[activator]	-11%	3%	7%	5	12%
CCN1C2=C(C(=O)CCC2)C(c2ccc(O)cc2)C2=C1CCCC2=O	1%	45%[activator]	5%	20µM*	1%	-10%	-1%	-3	27%
O=C1CCC(C(=O)Nc2ccc([N+](=O)[O-])cc2)N1 (stereo unspecified)	-10%	-22%	1%	-8%[59 µM]	-24%	u	-8%	-11	26%
CCOc1ccccc1NC(=O)Cn1c(=O)n(Cc2ccccc2)c(=O)c2c(C)c(C(=O)N(C)C)sc21	5%	-4%	-13%	-3%[59 µM]	-2%	-4%	-12%	-3	23%
Cc1cc(C)c(OCC(=O)N(Cc2ccccc2)C2CCS(=O)(=O)C2)c(C)c1 (stereo unspecified)	-7%	-3%	5%	-4%	-12%	-3%	-15%	-2	9%
O=C(Nc1ccccc1Cl)NC1(C(=O)N2CCCCC2)CCCCC1	-8%	-1%	6%	-6%[59 µM]	-8%	-4%	0%	-3	31%
CCC(=O)Nc1ccccc1-c1nc2ccccc2n(C(C)C(=O)Nc2ccc(OC)cc2)c1=O (stereo unspecified)	i	-8%	0%	-7%[59 µM]	0%	-3%	-12%	-7	36%
COc1ccccc1OCC(O)Cn1c(=N)n(CCN2CCCCC2)c2ccccc21 (stereo unspecified)	-8%	6%	10%	6%[12.7 µM]	2%	-3%	-22%	3	-3%
Cc1nc([N+](=O)[O-])cn1CC(=O)Nc1ccc2c(c1)OCO2	x	0%	-9%	3%	-6%	0%	-10%	-1	17%
O=C(O)CCCC(=O)Nc1ccc2c(c1)oc1ccccc12	i	-3%	0%	5%[59 µM]	-10%	4%	-3%	-7	37%
Cc1cc(N)n2nc(C(F)(F)F)nc2n1	11%	0%	-38%	-24%	-6%	9%	-2%	-1	35%
CN(C)S(=O)(=O)N1CCN(C(=O)N2CCCCC2)CC1	-8%	2%	10%	16%[12.7 µM]	x	-3%	-6%	-1	10%

Shown as a hit in JMJD2A Tudor inh, among the entries above:
SMILES	PGK inhibitor	GLS inhibitor	BAZ2B inh	G9a block	ERG-DNA inh	Pin1 inh	JMJD2A Tudor inh	PI4K2A block	HP1b chromo inh
O=C(c1cccc(Cl)c1)N1CCN(C2CCCCCC2)CC1	-3%	0%	45µM*	20µM*	7%	-11%	7.9µM*	5	25µM*

Screens (PubChem)
